Bioassay records: PubChem BioAssay, several laboratories
PfHsp90 set2: growth inhibition of PfHsp90-expressing yeast, primary screen, antimalarial PfHsp90 inhibitor project, S. cerevisiae, BacTiter-Glo luminescence, single point, set 2. BacTiter-Glo ATP, 48 h; yeast lacking PDR1 and PDR3 efflux regulators. inhibition, % at 9.4 µM. 0.32% of 310,000 active. AID 504621, 2011;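 active = every replicate shows inhibition above about 80%, whatever the replicate mean, limit read from the data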;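 also: 0% = DMSO neutral controls and 100% = 20 µM radicicol positive controls; yeast relying on Plasmodium falciparum Hsp90 in place of its own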
phage Ecoli inh: growth loss of phage-infected E. coli, primary screen, RecBCD inhibitor project, absorbance, with phage, HTS | AID 651602, 2012 | 0.26% of 360,000 active | inhibition, % at 11.9 µM; in the data active = inhibition above about 11%
Arr AP2 block: inhibitors of beta-arrestin/AP2 binding, primary screen, biochemical, GPCR trafficking, flow cytometry. beta-arrestin 1 C-terminal peptide binding to AP2 beta2-adaptin appendage (human). 0.31% of 340,000 active. FITC-arrestin peptide / GST-AP2 beads; AP2 beta2 appendage carries R879A mutation. inhibition, % at 10 µM;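 active = inhibition above a set limit, near 3 SD of compounds lacking own fluorescence, cut at about 54% in these data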;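 also: plate controls were DMSO wells for no effect and 5 µM unlabelled arrestin peptide for full effect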
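Assay system: GST-AP2 R879A bound to glutathione beads, E. coli-expressed; Medium: PBS with 0.05% Tween 20 and 0.1% BSA; Also added: fluorescein-tagged arrestin peptide at 50 nM final; Timing: 12 min plus 1 h, RT; Measured by: flow cytometry, FL1 (488/535 nm); Evaluation: percent drop in bead-associated FITC signal.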
MOR-DOR ag: agonists of OPRM1-OPRD1 heterodimerization, primary screen, cell-based, luminescence; cells; activation, % at 9.3 µM; 0.3% of 340,000 active; Mu-type opioid receptor (Homo sapiens) + Delta-type opioid receptor (Homo sapiens), …; in the data active = activation above about 18%;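 also: 0% = vehicle-treated cells and 100% = reference agonist; values of inactives mirror those of a sister screen read the other way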
Target sequence (P35372 whole entry, looked up): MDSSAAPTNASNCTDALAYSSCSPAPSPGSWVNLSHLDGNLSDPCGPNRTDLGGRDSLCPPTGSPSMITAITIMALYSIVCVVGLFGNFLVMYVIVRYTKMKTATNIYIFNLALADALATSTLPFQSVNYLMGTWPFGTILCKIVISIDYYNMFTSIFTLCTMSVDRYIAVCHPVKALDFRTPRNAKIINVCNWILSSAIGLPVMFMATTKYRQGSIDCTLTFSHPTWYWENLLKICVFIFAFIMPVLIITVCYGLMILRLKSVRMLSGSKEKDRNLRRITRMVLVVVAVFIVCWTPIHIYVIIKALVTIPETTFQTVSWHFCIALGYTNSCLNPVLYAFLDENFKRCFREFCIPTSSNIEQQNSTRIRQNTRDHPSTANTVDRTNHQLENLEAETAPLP
Target sequence (P41143 whole entry, looked up): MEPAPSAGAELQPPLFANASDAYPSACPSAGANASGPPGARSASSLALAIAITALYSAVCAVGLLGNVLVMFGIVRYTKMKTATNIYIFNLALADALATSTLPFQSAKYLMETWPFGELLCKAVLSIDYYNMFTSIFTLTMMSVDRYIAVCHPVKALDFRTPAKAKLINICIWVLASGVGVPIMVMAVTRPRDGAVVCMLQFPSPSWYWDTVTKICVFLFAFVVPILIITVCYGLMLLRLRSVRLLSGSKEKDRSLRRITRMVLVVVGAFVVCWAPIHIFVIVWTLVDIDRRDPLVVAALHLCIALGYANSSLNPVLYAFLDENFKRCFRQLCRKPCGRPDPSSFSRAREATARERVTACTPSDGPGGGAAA
AddAB inh: growth inhibition of E. coli expressing H. pylori AddAB, primary screen, AddAB inhibitor project, absorbance; inhibition, % at 11.9 µM; 0.29% of 330,000 active; AID 435030, 2010; in the data active = inhibition above about 12%;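 also: 0% = vehicle wells of infected cells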
Ecoli viability: E. coli V3065 growth inhibition, primary screen, counter-screen for AddAB inhibitor project, absorbance, OD600 | 18 h | inhibition, % at 11.9 µM | 0.27% of 330,000 active;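 active = inhibition above the campaign's mean inhibition across all tested compounds plus 3 SD, cut at about 9.9% in these data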;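 also: uninfected addAB+ strain grown without phage in ampicillin broth; 0% = DMSO wells and 100% = ciprofloxacin 0.95 µg/ml wells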
Mot1-301 SUMO: yeast Mot1-301 growth rescue at high temperature, primary screen, SUMOylation pathway inhibitor project, S. cerevisiae, ATP luminescence, 38.5C; growth rescue, % at 18.8 µM; 1% of 320,000 active; S. cerevisiae Mot1-301 growth rescue; percent above DMSO median, 100 means doubled;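 active = every valid replicate shows activation above 250% relative to neutral control wells; inactive = the rest, any valid replicate at or below 250%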;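 also: OY570 slx delta 5 strain wells were the positive control but not used for scaling; some compounds called inactive have numbers as strong as hits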
DSG3 Ab inh: inhibitors of pemphigus antibody binding to DSG3, primary screen, biochemical, bead-based, flow cytometry, scFv-GFP; binding (percent of control), % at 10 µM; DSG3-coupled beads, scFv-anti-DSG3-GFP binding; stronger effect = lower value; Desmoglein-3 (Homo sapiens), P32926; 0.48% of 310,000 active; AID 588358, 2011;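 active = binding more than 3 SD below its plate's average and above zero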;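 also: hits lower antibody fragment binding to DSG3; some compounds called inactive have numbers as strong as hits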
MOR-DOR inv ag: inverse agonists of MOR-DOR heterodimerization, primary screen, cell-based, luminescence | Mu-type opioid receptor (Homo sapiens) + Delta-type opioid receptor (Homo sapiens), … | cell-based MOR-DOR heterodimer luminescence, inverse agonism | inhibition, % at 9.3 µM | 0.21% of 340,000 active; in the data active = inhibition above about 22%, passing the limit was not always enough;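 also: 0% = cells with DMSO and 100% = wells without cells with DMSO; values of inactives mirror those of a sister screen read the other way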
Tat export inh: E. coli Tat export inhibitors, primary screen, MC4100, TorA-mCherry reporter, fluorescence, single point. AID 488895, 2010. inhibition, % at 10 µM. 0.036% of 340,000 active;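 active = mean replicate inhibition at least 50% and at least half of replicates individually reaching 50%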;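 also: exported cargo escapes ClpAP degradation while cytoplasmic cargo is degraded and loses fluorescence; 0% = median of neutral control wells and 100% = median of NaSCN control wells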
PKA-R1A activ: activators of PKA-R1A holoenzyme, primary screen, biochemical, fluorescence polarization, Cy5-IP20, bovine R1A, mouse PKAc | AID 504707, 2011 | activation, % at 11.4 µM | 0.083% of 340,000 active | PKA-R1A dissociation; scaled: DMSO 0%, 113 µM cGMP 100% | cAMP-dependent protein kinase type I-alpha regulatory subunit (Bos taurus) + …;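 active = percent activation above the mean of all tested compounds plus 3 SD, cut at about 19% in these data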;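 also: higher means more PKAc released from R1A so a rise in polarization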
* hit, by the source's call; / = not tested or not shown.

SMILES	PfHsp90 set2	phage Ecoli inh	Arr AP2 block	MOR-DOR ag	AddAB inh	Ecoli viability	Mot1-301 SUMO	DSG3 Ab inh	MOR-DOR inv ag	Tat export inh	PKA-R1A activ
Cc1nc(SCC(=O)N2CCN(C(=O)c3cccs3)CC2)c2c(C)c(C)sc2n1	3.1	2.4	-2.3	-3.2	/	/	/	98.7	15.7	3.9	-6.2
COc1cc2cc(CN(CCc3ccccc3C)C(=S)NCCCN3CCOCC3)c(=O)[nH]c2cc1OC	7.1	0.5	2.5	-0.9	2.5	-1.3	-10.3	105.0	4.0	2.9	1.9
O=C(NNC(=S)Nc1ccc(Cl)cc1Cl)C1CC1	-16.4	4.1	-14.0	-4.9	-2.2	-1.7	-0.8	101.8	22.1	-0.8	4.3
O=C(Nc1ccc2c(c1)OCCO2)C1CCN(C(=O)c2ccc(F)cc2)CC1	6.2	0.4	-5.7	-2.8	2.3	-3.2	-27.6	96.0	16.2	-0.8	8.2
COc1ccc(N2CCN(C(=O)c3nc4nc(C)cc(C)n4n3)CC2)cc1	/	-1.8	21.9	-2.9	1.0	0.4	9.6	120.1	14.3	-3.6	0.6
CCN(Cc1ccccc1)Cc1nnnn1Cc1ccccc1	-1.7	2.5	-5.6	1.4	0.8	3.0	377.0	95.1	-6.8	-0.2	-2.7
Cc1ccc(NC(=O)C(c2ccc(Cl)cc2)N2CCOCC2)cc1 (centres undefined)	-21.2	3.9	3.9	0.1	2.0	0.5	-16.7	90.6	-0.9	5.6	2.1
CCN1CCN(CC(O)COCc2ccccc2)CC1 (centres undefined)	-0.7	0.1	20.2	-2.8	4.1	0.2	-0.3	97.7	16.2	-2.5	0.0
O=C(O)C(Cc1ccccc1-c1ccccc1)C(=O)O	0.4	3.5	13.5	-3.9	0.3	-0.8	-4.3	109.1	17.4	0.6	-6.5
N#Cc1c(N)sc2c1CCN(CCc1ccccc1)C2	-3.8	0.9	10.6	-2.5	-2.3	1.4	323.7	139.6	14.6	-6.7	-2.6
CC(=O)N/C(=C\c1ccccc1)C(=O)Nc1ccc(O)cc1	/	0.5	36.9	1.3	-0.3	-0.3	-11.1	115.2	-6.3	-8.3	10.2
CCc1cccc(NC(=O)CN(C)S(=O)(=O)c2cccc3nsnc23)c1	-1.2	1.1	1.7	-1.6	1.1	-2.1	1.8	106.2	8.4	-2.2	-8.0
CC1=C(C(=O)OC2CCCCC2)C(c2ccc(C)o2)C2=C(CC(C)(C)CC2=O)N1 (centres undefined)	-25.2	1.8	5.2	2.8	-1.8	-3.0	19.1	/	-14.4	2.8	-2.8
O=C(NC1CCCCC1)c1cc(Cl)nc2ccccc12	18.2	3.3	8.3	-0.8	1.5	-1.0	15.3	105.0	4.2	-3.8	7.2
Cc1cc(S(=O)(=O)N2CCOCC2)ccc1OCC(=O)NCc1ccccn1	-14.7	-1.1	-0.9	-1.5	2.0	0.3	-1.8	106.7	8.1	2.9	14.9
C[C@H](CO)N1C[C@H](C)[C@@H](CN(C)C(=O)NC2CCCCC2)Oc2ccc(NC(=O)Nc3ccc(C(F)(F)F)cc3)cc2C1=O	12.6	2.0	/	-1.0	3.9	0.4	-4.5	99.6	5.9	13.3	3.6
C[C@H](NC(=O)c1nc[nH]c1C(=O)N[C@@H](C)C(=O)OC(C)(C)C)C(=O)OC(C)(C)C	-39.3	4.6	-3.6	-0.2	2.1	1.0	147.1	100.8	1.3	-0.6	-7.2
CCn1c(=O)c(C(=O)NC(C)c2ccccc2)c(O)c2ccccc21 (centres undefined)	7.3	0.9	8.5	-1.5	/	/	2.2	129.2	7.1	1.3	-5.9
COCCOC(=O)c1[nH]c2c(c1C)C(=O)CC(c1cc(OC)c(OC)c(OC)c1)C2 (centres undefined)	1.1	0.3	13.1	-2.0	-2.5	-0.3	-27.1	96.0	10.3	3.2	-7.1
O=C(c1cc(-c2ccncc2)nc2ccccc12)N1CCN(c2ncccn2)CC1	/	1.1	-3.2	6.8	-0.1	1.3	-4.7	103.7	-34.0	0.8	-1.4
CN(CC(=O)N1CCN(c2ccccn2)CC1)S(=O)(=O)c1ccc(Br)cc1	3.3	1.9	-5.2	-1.4	0.9	1.9	-22.3	109.4	7.9	-7.0	-4.0
CC(NCc1ccc(N(C)C)cc1)C1CC2CCC1C2 (centres undefined)	/	1.5	-6.2	1.1	2.7	1.7	7.9	101.7	-5.6	2.1	-6.6
O=C(NCCCc1ccncc1)C1CCC(=O)N(CCc2cccc(F)c2)C1 (centres undefined)	-7.8	0.9	2.5	-1.7	0.5	0.8	21.8	/	9.0	-9.9	-4.7
Cc1ccc(S(=O)(=O)NC2CCCC2)cc1C	5.8	1.7	1.0	-4.0	3.4	-1.2	-7.7	/	21.7	1.5	-11.2
COCCNC(=O)c1sc2ncn(CC(=O)Nc3ccc(C)c(Cl)c3)c(=O)c2c1C	16.7	2.5	2.5	0.4	-1.6	-0.6	16.2	97.4	-3.0	0.7	-8.1
Cc1ccc(N2C(=O)N(CC(=O)NCc3ccccc3Cl)C(=O)C2C)cc1 (centres undefined)	-0.9	-1.0	14.1	-1.8	0.3	-0.4	8.0	103.3	8.9	-4.7	-6.7
CCOc1ccccc1NC(=O)COn1nnc2ccccc21	14.7	2.8	1.7	-2.5	1.6	-1.0	-0.6	100.3	11.2	7.4	2.0
CC(C)(C)NC(=O)c1cc(-c2ccc3c(c2)OCO3)nc2ccccc12	1.5	-2.3	11.5	1.8	3.0	-0.3	-11.7	103.1	-9.9	3.6	-1.8
CCN(CC)CCOC(=O)c1ccc(NC(=O)c2cn(-c3ccccc3)nc2-c2cccs2)cc1	21.6	1.0	21.0	3.1	/	/	/	110.7	-16.2	0.3	-7.1
Clc1ccc(-n2cnc3c(Cl)ncnc32)cc1Cl	0.0	3.9	-2.1	-0.9	/	/	/	/	4.4	4.7	-7.0
Cc1ccccc1N1CCN(C(=S)c2ccccc2)CC1	-16.0	2.6	25.2	1.2	1.7	0.0	0.8	102.8	-7.5	10.9	-13.2
Oc1ccc(-c2nccc(-c3ccc(F)cc3)n2)cc1	-31.7	0.0	14.0	-2.0	1.4	3.1	1.0	95.7	9.2	13.7	-17.1
Cc1ccc(S(=O)(=O)NC(=O)Nc2ccc(Cl)cn2)cc1	12.5	2.0	5.8	1.0	-0.9	-1.4	-9.1	101.5	-6.1	-5.8	1.1
Nc1nnnn1/N=C/c1ccccc1C(F)(F)F	24.3	3.7	-0.9	-0.8	2.2	0.2	4.1	115.1	3.2	-0.9	3.4
COc1ccc(/C=C2\Oc3cc(OCC(=O)N4CCC[C@H]4C(=O)O)ccc3C2=O)cc1OC	-2.3	/	28.5	-2.4	0.8	-1.2	86.6	100.9	11.8	0.3	11.9
COc1cc(-c2nnc(NC(=O)c3ccco3)o2)cc(OC)c1OC	/	3.5	-1.7	0.4	-0.6	-1.3	-0.9	97.0	-2.7	1.0	-2.5
O=c1c2oc3ccccc3c2ncn1Cc1ccccc1Cl	/	-0.3	21.2	-1.8	1.3	-1.3	-2.1	99.5	10.3	-2.9	-2.1
Cc1ccc(S(=O)(=O)Nc2ccc(C(=O)OCC(=O)N(CCC#N)c3ccccc3)cc2)cc1C	15.7	0.6	0.5	-3.1	2.9	0.3	-2.4	96.9	16.3	-1.7	-4.3
Cc1cccc(NC(=O)NCCN2CCN(c3ccccc3)CC2)c1C	0.5	-1.3	-1.7	-0.3	0.2	0.8	-14.9	96.5	1.8	0.2	-5.6
CCCCC(=O)NCCc1cc2ccc(OC)cc2[nH]c1=O	0.5	2.4	2.4	-1.4	2.8	-0.3	-14.6	102.5	5.7	2.9	-6.0
Cc1nnc2n1N=CC=C(C(C)(C)C)S2	-13.6	0.2	-3.1	0.1	0.2	0.5	7.6	98.3	-0.6	2.1	-13.0
Cc1ccc2[nH]c3c(c2c1)SC(C)(C)CC3=O	-7.1	3.8	-9.4	3.9	3.9	2.7	17.5	103.5	-19.3	-3.2	-6.8
COc1ccc(NC(=O)CN2CCc3ccccc3C2)c(OC)c1	-4.3	3.3	1.9	-0.3	2.7	-1.7	-25.0	105.1	1.4	8.1	1.6
COc1ccc(C(C(=O)NC(C)(C)C)N(C(=O)Cn2nnc3ccccc32)c2ccc(C(C)=O)cc2)cc1O (centres undefined)	-27.6	-0.8	29.6	-0.7	-1.1	0.8	10.1	100.5	3.8	-1.9	2.7
CCOc1ccc(NC(=O)C2CCN(S(=O)(=O)CC)CC2)cc1	14.1	-1.3	-15.1	-3.6	2.1	-0.3	0.8	107.6	17.2	-0.5	-7.2
COc1cc(N2C(=O)c3ccccc3C2=O)c(Cl)cc1C(=O)OCC(=O)NCc1ccco1	-6.5	-0.2	26.7	-3.9	2.5	-0.9	139.6	105.4	16.1	3.5	-16.6
Cc1ccccc1-c1nnn(CC(=O)N2CCN(S(=O)(=O)c3ccc(Cl)cc3)CC2)n1	0.6	1.0	0.8	-1.4	1.6	-0.4	-6.5	/	5.9	6.0	-0.3
Cc1c(C(=O)Nc2ccccc2C(=O)N2CCCC2)cccc1[N+](=O)[O-]	12.2	3.6	4.7	1.7	4.6	0.4	3.1	82.3	-10.9	-4.3	-7.6
Cc1cc(C)c2c(n1)nn1c(NCCOCCO)cc(C)nc21	-15.1	3.1	0.2	-1.9	-1.0	-1.6	-14.7	/	12.0	-4.5	-7.9
O=C(c1sc2ccccc2c1Cl)N1CCN(c2ncccn2)CC1	-20.6	2.9	10.3	0.8	2.6	0.2	54.5	105.7	-5.8	6.2	-6.4

Structural class: those above containing a COOH group
SMILES	PfHsp90 set2	phage Ecoli inh	Arr AP2 block	MOR-DOR ag	AddAB inh	Ecoli viability	Mot1-301 SUMO	DSG3 Ab inh	MOR-DOR inv ag	Tat export inh	PKA-R1A activ
O=C(O)C(Cc1ccccc1-c1ccccc1)C(=O)O	0.4	3.5	13.5	-3.9	0.3	-0.8	-4.3	109.1	17.4	0.6	-6.5
COc1ccc(/C=C2\Oc3cc(OCC(=O)N4CCC[C@H]4C(=O)O)ccc3C2=O)cc1OC	-2.3	/	28.5	-2.4	0.8	-1.2	86.6	100.9	11.8	0.3	11.9
